INS promoter inh: TRM-6 insulin promoter activity inhibition; TRM-6 cells (human fetal islet line), insulin promoter-eGFP reporter, imaging; reporter expression induced with tamoxifen; inhibition, % at 2 µM; 130,000 tested, 0.9% active;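 active = inhibition above the mean plus 3 SD, with well images judged a real hit on visual review, cut at about 60% in these data, passing the limit was not always enough; inconclusive = inhibition over the cutoff but images rejected on review; inactive = inhibition not above the cutoff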
SDO1 yeast rescue: sdo1-depleted yeast growth rescue; z-score at 10 µM; 140,000 tested, 0.21% active; S. cerevisiae sdo1-depleted JHY4D growth rescue, OD600 30 h; active compounds read high; pdr5 snq2 efflux-pump mutant strain;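 active = z-score above 3 at both the 24 hr and the 30 hr optical density reads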;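 note: z-score against mean and SD of all compound wells on the same plate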
SDO1 yeast rescue Rescue 24 h: recorded beside SDO1 yeast rescue, whose call it bears; z-score; S. cerevisiae sdo1-depleted JHY4D growth rescue, OD600; measured here: growth rescue at 24 h;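 0 is the plate mean of compound wells and units are plate SD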
* marks the source's active call; other numbers are inactive results; i = inactive; ? = inconclusive; nt = no result given; [ ] = dose if it differs, or a comment.

INS promoter inh	SDO1 yeast rescue	SDO1 yeast rescue Rescue 24 h	compound
-44.4	nt	nt	O=C(NC1CCCCC1)c1cc(-c2ccccn2)nc2ccccc12
54.5	nt	nt	O=C(CN1CCN(C/C=C/c2ccccc2)CC1)NC(=O)NC1CCCCC1
nt	-0.09	-0.29	COC(=O)C1=C(C)NC(=O)NC1C1CC=CCC1 (configuration not stated)
-23.1	nt	nt	CN(Cc1ccon1)Cc1cn(C)nc1-c1cccc(Cl)c1
55.6	0.11	-0.25	CCCCCC(=O)Nc1ccc2oc(-c3cccnc3)nc2c1
36.4	2.44	2.1	O=C(NNC(=O)c1ccc(Cl)cc1Cl)Nc1ccccc1
nt	1.42	1.88	Cn1nc([N+](=O)[O-])nc1Sc1ccc(Cl)cc1
-40.6	-1.64	-0.88	Cc1ccc(Cn2ccc(=O)c(OCc3c(Cl)cccc3Cl)c2C)cc1
-28.6	0.11	-0.36	O=C(c1ccccc1Br)N1CCN(c2ccccc2)CC1
-37.8	-0.25	-0.15	O=c1oc2ccccc2c(N2CCCCC2)c1CN1CCCCC1
-68.8	1.63	1.83	CC(C)NC(=O)NS(=O)(=O)c1cnccc1N1CCCCC1
-91.7	nt	nt	COc1ccc(NC(=S)N(CCN2CCOCC2)Cc2ccccc2F)cc1
44.4	1.69	2.28	CCCOCC1CC2(CC(C)(c3csc(N)n3)OC2=O)C(=O)O1 (configuration not stated)
20.5	-0.31	-0.23	c1ccc2c(c1)ncn2-c1ncnc2sc3c(c12)CCCC3
22.2	-1.32	0.22	O=C(c1cccs1)N(Cc1ccco1)c1nc(-c2ccc(F)cc2)cs1
-3.5	-0.58	-1.66	CC(=O)c1cc(NC(=O)c2ccccc2)c(=O)oc1/C=C/N(C)C
-18.2	-0.29	0.35	Cc1nn(CC(=O)Nc2ccc3c(c2)oc2ccccc23)c(=O)c2ccccc12
9.8	0.28	-0.61	Cc1cccc(NC(=S)N2CCCCCC2)c1
4.1	0.46	0.14	Cc1nnc(SCc2ccccc2F)n1NCc1cccs1
56.2	-0.79	-0.6	N#Cc1cccc(C(c2nnnn2C2CCCC2)N2CCC(Cc3ccccc3)CC2)c1 (configuration not stated)
63.6	nt	nt	COc1ccc(CCNC(=O)COC(=O)COc2ccc(Cl)cc2)cc1OC
nt	0.66	0.42	c1csc(CN2CCN(Cc3cccs3)C2c2cccs2)c1
16.0	-0.57	0.4	COC(=O)N/N=C/c1ccc(OCCSc2ccc(Cl)cc2)c(OC)c1
50.0	-0.45	-0.61	CCN(C(=O)c1cccc(F)c1)c1ccccc1C
35.5	-0.62	0.2	CCCOc1ccc(/C=N/NC(=S)Nc2ccccc2[N+](=O)[O-])c(O)c1
-10.7	0.95	1.22	CN(c1cccc(NC(=O)CSc2ccc(Cl)cc2)c1)S(C)(=O)=O
-28.6	-0.24	0.47	Cc1cc2c(C)nc(Cc3ccccc3)nc2o1
42.9	nt	nt	COc1ccccc1CNC(=O)c1ccc2c(=O)n(CCCN3CCCC3=O)c(=S)[nH]c2c1
5.0	nt	nt	O=C(O)c1n[nH]nc1-c1ccccc1
nt	0.39	0.06	CCOC(=O)C1CCCN(C(=S)Nc2cccc(Cl)c2C)C1 (configuration not stated)
-9.1	1	1.29	CCCCn1c(SCn2nnc3ccccc3c2=O)nc2cc(S(N)(=O)=O)ccc21
3.1	-1.84	-1.38	NC(=O)COC(=O)c1ccccc1Nc1ccc(SC(F)F)cc1
nt	1.7	2.02	COc1cc(CN2CCSCC2)cc(OC)c1OC
0.0	-0.17	-0.54	COC(=O)c1ccc(NC(=O)CNC(=O)C2CCCCC2)c(C)c1
38.7	-0.57	-0.94	CC1CCCC(C)N1C(=O)c1cc(F)c(F)cc1Cl (configuration not stated)
44.4	nt	nt	Cc1ccc(S(=O)(=O)NCC(=O)NCC(=O)OCC(=O)NC(=O)NC(C)(C)C)cc1C
-17.9	-0.44	-0.12	COc1ccc(NC(=O)c2ccc(F)cc2)cc1S(=O)(=O)Nc1cc(C)ccc1Br
-83.9	0.73	0.04	COc1cc(/C=N\N=C2/SC(CC(=O)O)C(=O)N2c2ccc(O)cc2)ccc1O (configuration not stated)
nt	-0.24	-0.99	COC(=O)c1ccc(CSc2nc3ccc(S(=O)(=O)N4CCOCC4)cc3[nH]2)cc1
nt	-0.02	-0.68	CCOC(=O)C1CCN(C(=O)c2ccco2)CC1
nt	1.15	0.9	Cn1c(Cn2c(=O)sc3ccccc32)nnc1SCC(=O)N1CCCC1
-16.7	0.89	0.54	CC(C)C(=O)Nc1ccc2c(c1)C(=O)N(CCC(=O)O)C2=O
24.4	0.47	0.99	COC(=O)c1ccc(Oc2ccc(C(C)(C)C)cc2)c([N+](=O)[O-])c1
nt	0.16	0.24	Cn1c(C(=O)NCCCN2CCc3ccccc3C2)cc2c(=O)n(C)c3ccccc3c21
nt	0.33	-0.07	O=C(NCc1ccccn1)c1ccc(CNS(=O)(=O)c2cccc(Cl)c2)cc1
-24.1	0.99	0.53	NC(=O)NOCc1ncc(C(F)(F)F)cc1Cl
-89.5	nt	nt	COc1ccccc1CNc1ccc(CNc2ncn[nH]2)cc1
nt	0.36	0.03	CC1CCCC(C)N1CC(O)COc1ccc(Cl)cc1 (configuration not stated)
-111.1	nt	nt	COc1cccc2sc(N(CCCN(C)C)C(=O)C(c3ccccc3)c3ccccc3)nc12
-22.2	-0.3	-1.06	CC(=O)N1CCC(C(=O)Nc2nc(-c3ccccc3)ns2)CC1
-19.1	0.43	-0.06	COC(=O)N1[C@H](Cc2ccccc2)C=C[C@]1(C)C(=O)O
nt	0.08	-0.73	O=S(=O)(c1ccc(OCC(O)CNCc2ccco2)c(Cl)c1)N1CCOCC1 (configuration not stated)
-18.2	-0.25	-0.29	COc1ccc(-c2cn3cccnc3n2)cc1NC(=O)c1ccc(Br)o1
nt	0.35	0.92	CCn1c(N)c(C(=O)NCC2CCCO2)sc1=S (configuration not stated)
0.0	0.65	0.14	Cc1ccc(-c2c[n+](CC(=O)Nc3cc(=O)n(C)c(=O)n3C)c3n2CCC3)cc1
-7.1	nt	nt	CCC/C=N/NC(=O)C1COc2ccccc2O1 (configuration not stated)
nt	0.19	-0.56	COc1cccc(C2C(C(=O)c3cccs3)=C(O)C(=O)N2c2cc(C)on2)c1 (configuration not stated)
nt	-2.15[10.6 µM]	-2.13	O=C1C=C(Nc2ccc(Cl)cc2)CC(c2ccc(Cl)cc2)C1 (configuration not stated)
-44.4	-0.45	-0.15	Cc1nnc(SCc2nc3ccccc3s2)n1-c1ccccc1
29.6	-1.79	-1.97	CCn1c(/N=C/c2ccccc2NS(=O)(=O)c2ccc(C)cc2)nc2ccccc21

Following part
INS promoter inh	SDO1 yeast rescue	SDO1 yeast rescue Rescue 24 h	compound
-28.6	-0.03	0.21	COc1ccc(-c2nnc(SCC(=O)N3CCCCC3)o2)cc1OC
12.9	1.26	1.23	COC(=O)CSc1nnc(CNS(=O)(=O)c2ccc(C)cc2)n1C
27.6	-0.55	-0.04	c1ccc(-n2cnc3cc(NCc4ccccn4)ccc32)cc1
-106.2	nt	nt	CC(C)Sc1ncc(S(=O)(=O)c2ccccc2)c(=O)[nH]1
nt	2.51	2.68	O=C1C2C3C=CC(C3)C2C(=O)N1CNc1ccc(O)cc1 (configuration not stated)
19.4	0.6	0.4	Cc1ccc(OCC(=O)NC2CCS(=O)(=O)C2)cc1 (configuration not stated)
-25.0	nt	nt	CC(C)(C)NC(=O)NC(=O)CN1CCN(c2ccccc2O)CC1
-3.6	-0.24	-0.04	CC(=O)n1c(Cl)c(NC(=O)CCl)c2ccccc21
nt	0.86	0.41	O=C(CN1CCN(Cc2ccccc2F)C1=O)NCc1cccnc1
81.3*	-1.02	-0.47	O=C1CCCN1CCCNc1ncnc2c1[nH]c1ccc(Cl)cc12
20.0	0.6	0.48	CCOC(=O)CCc1c(C)nc2cc(-c3ccc(F)cc3)[nH]n2c1=O
13.3	0.72	0.06	O=C(O)c1[nH]c2ccccc2c1-c1ccccc1
nt	-0.28	0.7	COC(=O)c1ccc(C2C(Oc3ccccc3)C(=O)N2CCc2ccc(F)cc2)cc1 (configuration not stated)
33.3	-1.3	0.49	O=C(Nc1cccc(NC(=O)c2ccc(-c3ccc(Br)cc3)o2)c1)c1ccco1
nt	-1.27	-1.53	COCCn1c(=NC(=O)c2nc3ccccc3s2)sc2cc(S(C)(=O)=O)ccc21

Six entries from above, arranged by the value under SDO1 yeast rescue, falling.
INS promoter inh	SDO1 yeast rescue	SDO1 yeast rescue Rescue 24 h	compound
nt	2.51	2.68	O=C1C2C3C=CC(C3)C2C(=O)N1CNc1ccc(O)cc1 (configuration not stated)
13.3	0.72	0.06	O=C(O)c1[nH]c2ccccc2c1-c1ccccc1
20.0	0.6	0.48	CCOC(=O)CCc1c(C)nc2cc(-c3ccc(F)cc3)[nH]n2c1=O
-28.6	-0.03	0.21	COc1ccc(-c2nnc(SCC(=O)N3CCCCC3)o2)cc1OC
-3.6	-0.24	-0.04	CC(=O)n1c(Cl)c(NC(=O)CCl)c2ccccc21
nt	-1.27	-1.53	COCCn1c(=NC(=O)c2nc3ccccc3s2)sc2cc(S(C)(=O)=O)ccc21

Next part:
INS promoter inh	SDO1 yeast rescue	SDO1 yeast rescue Rescue 24 h	compound
6.2	-1.32	-1.5	Clc1ccsc1-c1ccc2ccccc2n1
?	nt	nt	CCOC(=O)c1c(N2C(=O)Nc3ccccc3N2O)n[nH]c1-c1cccc(Cl)c1
-26.7	-0.54	-0.72	Cc1cc(C)cc(NC(=S)NCc2cccs2)c1
45.5	nt	nt	COCCCNC(=O)CSC1=Nc2ccccc2C2=NC(c3ccccc3)C(=O)N12 (configuration not stated)
nt	-0.01	2.1	CN(C)C(=O)N1CCC(C(=O)NCC2CCCO2)CC1 (configuration not stated)
21.4	1.07	1.33	CCN(CC)C(=O)Cc1cc(C(=O)O)c2ccccc2n1
19.1	nt	nt	COc1ccccc1OCCC(=O)OCC(=O)Nc1ccc(Br)cc1F
nt	1.25	-0.08	O=C(CCS(=O)(=O)c1cccs1)N1CCCC1
nt	0.92	0.97	CCn1cc([N+](=O)[O-])c(C(=O)Nc2ccc(Br)cn2)n1
i	nt	nt	CC(C)NC(=O)/C(C#N)=C\c1ccc(N(C)C)o1
nt	0.36	-0.01	COc1ccc(-c2cc(C(F)F)n3ncc(C(=O)n4ccnc4C)c3n2)cc1
nt	0.76	0.07	N#CCc1nn(-c2ccc(Cl)cc2)c(N)c1C#N
-120.0	nt	nt	CCC1Cc2c(nc(N)c3c(N)nc(N4CCCCC4)c(C#N)c23)O1 (configuration not stated)
15.4	-0.55	-0.55	O=c1c(-c2ccccc2)c(O)c2c(n1-c1ccccc1)CCCC2
-23.3	-0.8	-1.41	Cc1cc(C)c(S(=O)(=O)N2CCCOC2CNC(=O)C(=O)NCCC2=CCCCC2)c(C)c1 (configuration not stated)

3 of the compounds above, with values under each structure:
Sequence of screens – INS promoter inh, SDO1 yeast rescue, SDO1 yeast rescue Rescue 24 h
> COc1cc(CN2CCSCC2)cc(OC)c1OC
  nt, 1.7, 2.02
> COC(=O)c1ccc(NC(=O)CNC(=O)C2CCCCC2)c(C)c1
  0.0, -0.17, -0.54
> CC1CCCC(C)N1C(=O)c1cc(F)c(F)cc1Cl (configuration not stated)
  38.7, -0.57, -0.94

The listing continues.
INS promoter inh	SDO1 yeast rescue	SDO1 yeast rescue Rescue 24 h	compound
20.0	0.58	0.26	Cc1c(Cl)c([N+](=O)[O-])nn1CCCC(=O)Nc1c(Cl)cccc1Cl
-2.7	-0.23	-0.14	COc1ccccc1N(CC(O)CN(c1ccccc1)S(C)(=O)=O)S(=O)(=O)c1ccccc1 (configuration not stated)
0.0	0.6	0.89	CC1Cc2nc(SCC(=O)N3CCCC3)n(C)c(=O)c2S1 (configuration not stated)
nt	0.25	-0.18	C/C(=N/NC(=O)CN1CCN(Cc2ccccc2Cl)CC1)c1ccncc1
-42.9	0.36	0.69	CC1CCN(S(=O)(=O)c2cccc(C(N)=O)c2)CC1
0.0	-0.48	-1.55	CCCCN(C)CCOc1ccccc1OCC
0.0	0.48	0.2	CC1(C)C(=O)Nc2ccccc2N1C(=O)COc1ncnc2c(Cl)cc(Cl)cc12
nt	-1.04	-0.71	COc1ccc(Cl)cc1NC(=O)COC(=O)C(CC(C)C)N1C(=O)C2CC=CCC2C1=O (configuration not stated)
12.9	-1.21	-1.02	O=[N+]([O-])c1cc([N+](=O)[O-])c(N2CCCCCC2)cc1NCCO
87.9*	-1.2	-0.19	O=C(CN1CCN(c2ccccc2)CC1)Nc1ccccc1C(F)(F)F
nt	-0.06	0.01	Cc1cc(C)nc(N(C#N)CN2C(=O)c3ccccc3S2(=O)=O)n1
-27.3	nt	nt	O=c1c2c(nc3nc(NCc4ccccc4Cl)[nH]n13)CCC2
i	nt	nt	Cc1ccc(Cn2ccsc2=NC(=O)CCl)cc1
-56.4	-2.44	-1.72	CCN1C(=O)c2cccc3c(S(=O)(=O)Nc4ccccc4)ccc1c23
6.5	0.6	0.6	Cc1c(C(=O)C(=O)NCCc2ccc(S(N)(=O)=O)cc2)c2ccccc2n1C
12.5	0.31	0.7	Cc1cc(C(=O)Cn2nnc(-c3ccc(Cl)cc3)n2)c(C)n1-c1ccccc1
-8.3	nt	nt	Cc1c(NC(=O)C(C)OC(=O)CCC2CCCC2)c(=O)n(-c2ccccc2)n1C (configuration not stated)
nt	-0.75	-0.57	CO/N=C/NC(=O)C1=NOC(CNc2ncc(C(F)(F)F)cc2Cl)C1 (configuration not stated)
nt	-0.87[10.4 µM]	-0.93	COC(=O)c1ccc(CSc2ccccc2C)o1
0.0	0.06	-0.52	CC(C)(O)[C@@H]1Cc2c(ccc3ccc(=O)oc23)O1

Screening results: PubChem, several laboratories

A portion of the library, so the mix of outcomes need not match the whole.
